Compound activity as filed in PubChem.
LGR2 antag – inhibitors of bursicon-induced Drosophila LGR2 receptor cAMP signaling. HEK293 LGR2, CRE-luciferase, bursicon-stimulated, 4 h. inhibition, % at 9.99 µM. hit rate 0.35% among 380,000. AID 720647;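 active = drop in luminescence signal, shown as inhibition above about 50% in the replicate tests, limit read from the data, passing the limit was not always enough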;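 also: agonist challenge used bursicon conditioned medium at about half maximal strength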
EWS-Fli block – blocks EWS/Fli oncoprotein-driven transcription | A673 NR0B1-luciferase reporter, viability-normalised | inhibition, % at 12.6 µM | hit rate 0.67% among 350,000;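 active = mean inhibition of at least 50% after viability correction, with every replicate also passing that limit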;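 also: firefly luciferase signal divided by Alamar Blue viability fluorescence both relative to DMSO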
PAX8 reporter – lowers PAX8-driven luciferase in RMG-I cells; RMG-I TPO-luciferase reporter, SteadyGlo, 24 h; inhibition, % at 12.6 µM; hit rate 1.2% among 360,000; AID 652154;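 active = mean replicate inhibition at least 60% with every replicate also reaching 60%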;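 also: luciferase light reporting Pax8 driven TPO promoter activity; plate controls were median of neutral control wells for no effect and mitoxantrone controls for full effect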
FN deposition inh – fibronectin deposition inhibition. AH1F fibroblasts, Alexa488-fibronectin deposition fluorescence, overnight. inhibition, % at 12.6 µM. hit rate 0.086% among 350,000. AID 743247;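 active = mean inhibition across replicates of 30% or more, regardless of how many single replicates reach that level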;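 also: positive control wells lacked labelled fibronectin entirely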
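Assay system: AH1F fibroblasts / Quantity: 10000 cells per well / Medium: DMEM plus 2% serum, read in PBS / Reagent: labelled fibronectin 24 nM / Dosing: single dose, pinned / Times: 1 h cell attachment, overnight exposure to compound and label / Signal: fluorescence, ex 485 nm, em 525 nm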
S100A4 inh HTS – blocks human S100A4 binding to myosin IIA peptide; P26447; S100A4/TAMRA-MyoIIA peptide fluorescence polarization; inhibition, % at 10.7 µM; hit rate 0.14% among 360,000; AID 652163;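 active = mean inhibition of at least 70% across replicates, with every replicate also reaching that level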
Target sequence (P26447 whole entry, looked up): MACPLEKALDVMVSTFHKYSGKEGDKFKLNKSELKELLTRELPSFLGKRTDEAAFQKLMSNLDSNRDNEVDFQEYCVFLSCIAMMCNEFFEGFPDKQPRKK
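Test system: S100A4 monomer protein. Medium: HEPES buffer with Ca2+, pH 7.2. Reagent: fluorescent myosin IIA peptide, 5 nM. Compound dosing: single-point compound testing. Timing: 5 min between mix addition and reading. Benchmarks: DMSO neutral and TFP positive wells.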
PGC1a acetyl inh – modulators of PGC1a acetylation | U2OS PGC1a acetylation, AlphaScreen anti-acetyl-lysine; with virally co-expressed GCN5 acetyltransferase | inhibition, % at 15.6 µM | hit rate 0.17% among 350,000;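 active = every replicate shows inhibition of at least 40%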;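 also: 0% = neutral control wells and 100% = positive control wells; some results beyond the cut were filed as inactive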
ERAP1 inh – ERAP1 (human) enzyme inhibition. Q9NZ08. recombinant ERAP1, Leu-AMC fluorescence, 60 min. inhibition, % at 10.7 µM. hit rate 0.15% among 340,000;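 active = mean replicate inhibition of at least 30%, or all replicates individually reaching that 30% level; inactive = mean below 30% and not every replicate reaching it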;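 also: 0% = neutral control wells and 100% = L-leucinethiol positive control wells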
Target sequence (Q9NZ08 whole entry, looked up): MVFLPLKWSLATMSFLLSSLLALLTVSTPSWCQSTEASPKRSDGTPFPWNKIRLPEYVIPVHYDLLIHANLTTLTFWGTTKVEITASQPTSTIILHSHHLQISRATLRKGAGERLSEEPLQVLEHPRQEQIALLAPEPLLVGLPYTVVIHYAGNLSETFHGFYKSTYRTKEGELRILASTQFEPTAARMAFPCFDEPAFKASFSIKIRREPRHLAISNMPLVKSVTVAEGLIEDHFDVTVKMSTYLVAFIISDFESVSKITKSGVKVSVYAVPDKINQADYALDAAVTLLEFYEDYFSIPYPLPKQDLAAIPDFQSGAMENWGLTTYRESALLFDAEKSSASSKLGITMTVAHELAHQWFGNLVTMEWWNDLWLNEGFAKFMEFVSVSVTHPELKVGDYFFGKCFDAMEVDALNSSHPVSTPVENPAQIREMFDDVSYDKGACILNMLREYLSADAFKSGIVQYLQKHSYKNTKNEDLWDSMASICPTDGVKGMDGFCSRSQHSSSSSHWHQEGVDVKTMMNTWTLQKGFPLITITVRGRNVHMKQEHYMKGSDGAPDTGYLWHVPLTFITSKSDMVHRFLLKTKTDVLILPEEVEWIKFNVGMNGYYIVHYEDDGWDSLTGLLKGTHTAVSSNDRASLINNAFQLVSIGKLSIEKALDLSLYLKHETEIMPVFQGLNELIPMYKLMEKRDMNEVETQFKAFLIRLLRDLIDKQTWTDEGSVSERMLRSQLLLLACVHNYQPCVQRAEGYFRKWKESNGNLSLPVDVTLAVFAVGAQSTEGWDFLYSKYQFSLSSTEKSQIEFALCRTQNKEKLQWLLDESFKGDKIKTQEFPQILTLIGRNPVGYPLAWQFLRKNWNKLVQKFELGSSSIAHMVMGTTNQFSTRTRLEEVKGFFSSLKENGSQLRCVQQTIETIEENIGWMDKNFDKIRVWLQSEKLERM
PglD inh – blocks C. jejuni PglD acetyltransferase activity; purified PglD enzyme, DTNB colorimetric CoA detection; inhibition, % at 12.5 µM; hit rate 0.098% among 360,000; AID 602405; in the data active = inhibition above about 16%, passing the limit was not always enough; also: strong numbers were not always called active
An asterisk follows results filed as active; . = no result given. Rows are unselected; overall some 2.1% were active at least once.

SMILES	LGR2 antag	EWS-Fli block	PAX8 reporter	FN deposition inh	S100A4 inh HTS	PGC1a acetyl inh	ERAP1 inh	PglD inh
CC1CCCC(C)N1C(=O)c1ccc2c(c1)S(=O)(=O)c1ccccc1C2=O (centres undefined)	-7	16	-11	6	17	.	-1	-1
O=C(NC1=NCCS1)C1CC(=O)N(c2ccc(F)cc2)C1 (centres undefined)	.	.	-12	1	.	-5	.	-2
CCCNC(=O)N(C)C[C@@H]1Oc2ncc(-c3ccccc3F)cc2C(=O)N([C@@H](C)CO)C[C@@H]1C	5	-2	-6	0	.	3	.	.
Cc1ccc(S(=O)(=O)N2CCCC2C(=O)O)cc1 (centres undefined)	2	.	.	.	0	.	1	1
COc1ccc(C)cc1Nc1n[n+](-c2ccccc2)c(-c2cccc(Cl)c2Cl)s1	6	43	39	5	.	-4	.	6
N#C[C@@H]1[C@@H](c2ccccc2)[C@H](CO)N1C(=O)c1ccc2c(c1)OCO2	13	0	9	-1	-2	8	-2	1
O=C(N1CCN(c2ccccc2)CC1)C(F)(F)C(F)F	-14	.	.	.	-1	39	-2	-1
CCOC(=O)C1(C)/C(=N/Nc2ccccc2OC)C(=O)C(=O)N1c1ccccc1 (centres undefined)	-15	4	5	-4	-5	-5	-2	.
O=C1CN(C(=O)C2CC2)c2ccccc2N1	.	.	-8	-2	.	5	.	-5
CCOc1ccc(NC(=O)[C@@H]2CCCN2C(=O)c2cccs2)cc1S(=O)(=O)N1CCOCC1	7	-1	-4	3	-3	2	10	0
CCOC(=O)c1c(NC(=O)CN(C)C2CCN(C)CC2)sc(C(=O)Nc2ccccc2)c1C	-2	5	-18	3	0	.	-3	.
Cn1nc([N+](=O)[O-])nc1Sc1nnnn1-c1ccc(C(=O)O)cc1	3	6	7	3	-8	-1	-2	.
CCN(c1ccccc1)S(=O)(=O)c1ccc(Cl)c(NC(=O)COC(=O)c2ccc[nH]c2=O)c1	9	-2	-23	6	-1	.	.	.
Fc1cnc(N/N=C/c2ccc(-c3ccc(Br)cc3)o2)nc1N1CCOCC1	-8	2	-1	-3	6	6	-6	-174
Cc1noc(C)c1NC(=O)Nc1ccc2c(c1)C(=O)N([C@@H](C)CO)C[C@H](C)[C@H](CN(C)C(=O)NC(C)C)OCCCC[C@H](C)O2	8	-6	5	6	-1	-4	-1	1
CCN1C(=O)[C@H]2[C@@H](c3ccc(-c4ccc5c(c4)OCO5)c(OC)c3)N[C@@](CC(C)C)(C(=O)OC)[C@H]2C1=O	24	11	12	-1	-12	.	-1	6
C[C@H]1CN([C@@H](C)CO)C(=O)c2cc(NC(=O)NC3CCCCC3)ccc2O[C@H]1CN(C)C(=O)Nc1ccccc1	30	-2	-12	.	-3	9	1	5
O=C(O)C1CCCN1S(=O)(=O)c1ccc2c(c1)CCC2 (centres undefined)	-1	0	.	.	-1	6	-6	-1
CCc1ccccc1NC(=O)CNCC(=O)Nc1ccccc1CC	2	6	27	1	-2	7	-1	-2
O=C(c1cccc(-n2cnnn2)c1)N1CC=C(c2ccccc2)CC1	.	.	-9	-2	.	-2	.	5
CC(C)=CCC[C@H](C)C[C@@H]1CC2=C(C(=O)OC(C)(C)O2)[C@@H](c2ccc(F)cc2)O1	9	-8	-25	12	-1	.	.	.
C[C@@H]1CN([C@@H](C)CO)C(=O)c2cccc(NS(=O)(=O)c3cn(C)cn3)c2O[C@@H]1CN(C)CC1CCCCC1	-12	-7	-13	1	0	40	3	8
Cc1ccc(NC(=O)N2CCCc3ccccc32)cc1	-79	-30	-76	.	-56	7	3	.
Cc1ccc(S(=O)(=O)Nc2ccc3c(c2)C(=O)N([C@@H](C)CO)C[C@H](C)[C@H](CN(C)C)O3)cc1	6	-4	-17	-6	1	-3	-1	0
CCc1nc2ccc(C(=O)N3CCN(S(=O)(=O)CC)CC3)cn2c1N(C=O)Cc1ccc(OC)cc1	8	1	13	-1	-5	5	2	5

Record cards (already shown).
C[C@H]1CN([C@@H](C)CO)C(=O)c2cc(NC(=O)NC3CCCCC3)ccc2O[C@H]1CN(C)C(=O)Nc1ccccc1 across the screens: LGR2 antag: 30; EWS-Fli block: -2; PAX8 reporter: -12; FN deposition inh: .; S100A4 inh HTS: -3; PGC1a acetyl inh: 9; ERAP1 inh: 1; PglD inh: 5
CCOC(=O)C1(C)/C(=N/Nc2ccccc2OC)C(=O)C(=O)N1c1ccccc1 (centres undefined) across the screens: LGR2 antag: -15; EWS-Fli block: 4; PAX8 reporter: 5; FN deposition inh: -4; S100A4 inh HTS: -5; PGC1a acetyl inh: -5; ERAP1 inh: -2; PglD inh: .
Cn1nc([N+](=O)[O-])nc1Sc1nnnn1-c1ccc(C(=O)O)cc1 across the screens: LGR2 antag: 3; EWS-Fli block: 6; PAX8 reporter: 7; FN deposition inh: 3; S100A4 inh HTS: -8; PGC1a acetyl inh: -1; ERAP1 inh: -2; PglD inh: .

(cont.)
SMILES	LGR2 antag	EWS-Fli block	PAX8 reporter	FN deposition inh	S100A4 inh HTS	PGC1a acetyl inh	ERAP1 inh	PglD inh
CCOc1cc(S(=O)(=O)Nc2ccncc2)ccc1F	16	5	3	-24	-3	5	-2	-4
CC(C)=CCc1c(O)cc(O)c2c1OC(c1ccc(O)cc1)CC2=O (centres undefined)	.	0	.	.	-3	-2	3	1
CCOC(=O)C1=C(O)/C(=C/c2ccc(OCC(=O)Nc3ccc(C)cc3)cc2)N=C1C	0	-6	5	2	-15	.	-1	-5
CCCn1nc(Oc2nc(NC(C)C)nc(N(C)C)n2)ccc1=O	9	-16	13	5	-4	.	2	-4
O=C(NCC(c1ccco1)N1CCCC1)c1cccc(S(=O)(=O)N2CCc3ccccc32)c1 (centres undefined)	.	20	20	1	14	-2	-4	2
Cc1cc(C)cc(OCC(=O)N2N=C(c3cccnc3)CC2(O)C(F)(F)F)c1 (centres undefined)	-2	.	-2	-1	.	-3	.	1
N#C/C(=C\c1ccc([N+](=O)[O-])cc1)C(=O)NCCCn1ccnc1	-7	-3	-20	-4	-2	-4	-6	-1
Cc1cccc(CSc2ccc(S(=O)(=O)N3CCCC3)cn2)c1	-8	1	5	-11	-2	-15	1	-3
O=S1(=O)CC(c2ccccc2)=NN=C(c2ccccc2)C1	-79	39	-235	-6	0	.	0	.
COc1ccc(NC(=O)Cn2cc(C(C)=O)c3ccccc32)cc1	0	2	23	4	-4	.	-2	-4
CN(C)NC(=S)NC1CCS(=O)(=O)C1 (centres undefined)	9	-10	-11	-3	1	12	6	-3
N#Cc1c(NCc2ccccc2)ccnc1Cl	12	8	-23	-1	-1	12	.	.
COc1ccc(-c2nc3n(c2C)Cc2ccccc2-3)cc1	-55	-97	-160	8	-3	.	1	.
CCOc1ccc(CCNC(=O)CCNC(=O)c2ccc(Br)cc2)cc1OCC	4	1	4	.	-2	.	13	7
CC(=O)N[C@H]1CC[C@H](CCNC(=O)Nc2ccc(C(F)(F)F)cc2)O[C@H]1CO	5	-1	9	-21	-3	2	1	3
COc1ccc(S(=O)(=O)N(C)C[C@@H]2Oc3ccc(NS(C)(=O)=O)cc3CC(=O)N([C@@H](C)CO)C[C@@H]2C)cc1	-24	10	15	.	9	6	0	-2
O=C(Nc1ccccc1F)N1C[C@@H]2[C@H](c3ccccc31)[C@H](CO)N2C(=O)Cc1ccccc1	-20	-21	-55	.	18	5	-2	-1
CC(C)NC(=O)N(C)C[C@@H]1Oc2ccc(NS(=O)(=O)c3cn(C)cn3)cc2CC(=O)N([C@@H](C)CO)C[C@@H]1C	-11	-10	10	.	-12	6	0	3
CCN(c1ccccc1)S(=O)(=O)c1ccc(NCC2COc3ccccc3O2)nc1 (centres undefined)	.	.	-6	-7	.	7	.	3
Cc1nc2ccc(Br)cc2c2c1CC(CO)O2 (centres undefined)	-11	10	3	1	0	-3	-2	3
CO[C@@H]1CN(C)C(=O)c2ccc(NS(=O)(=O)c3cn(C)cn3)cc2OC[C@H](C)N(CCC(F)(F)F)C[C@@H]1C	-15	-2	-18	7	9	-2	2	-1
Cc1ccc(S(=O)(=O)c2c(CO)c(-c3ccccc3)nn2C)cc1	7	6	22	-1	-3	-2	0	.
Cc1onc(-c2ccccc2)c1C(=O)N/N=C(\N)COc1ccc(Cl)cc1	.	.	5	11	.	4	.	1
CC(=O)C1=C(O)C(=CC=Cc2ccccc2)OC1=O	2	-10	-14	.	-13	.	3	6
CCOc1ccc(N(C(=O)C2CCCO2)C2C=CS(=O)(=O)C2)cc1 (centres undefined)	-5	-4	-1	1	2	.	-1	.
Next part:
SMILES	LGR2 antag	EWS-Fli block	PAX8 reporter	FN deposition inh	S100A4 inh HTS	PGC1a acetyl inh	ERAP1 inh	PglD inh
COc1ccc(-c2[nH]ncc2CN2CCC(C(=O)N3CCOCC3)CC2)c(F)c1	-9	-4	3	-3	2	5	-2	3
COc1ccc(CC(=O)NNS(=O)(=O)c2ccccc2[N+](=O)[O-])cc1	0	1	-20	-6	7	-1	-5	5
O=C(NCCc1ccc(O)c(Br)c1)c1ccc(Br)o1	-11	6	-2	-7	7	.	-4	.
CC(C)C#Cc1cnc2c(c1)C(=O)N([C@@H](C)CO)C[C@@H](C)[C@H](CN(C)C(=O)Cc1ccccn1)O2	5	-17	-35	-16	-4	-10	7	0
O=C(Nc1ccccc1)c1cccc(N2C(=O)C3C4C=CC(C4)C3C2=O)c1 (centres undefined)	-8	-7	-22	1	4	.	0	4
C[C@H]1CN([C@@H](C)CO)C(=O)c2cc(NC(=O)Nc3ccc(C(F)(F)F)cc3)ccc2O[C@@H]1CN(C)C(=O)Nc1ccc(C(F)(F)F)cc1	6	2	17	.	-7	15	1	9
CCn1c(=O)c2cc(C(=O)NCCN(C)C)sc2c2ccccc21	-16	15	-29	5	-1	-38	2	-3
Cc1nc(=O)c(-c2ccccc2)c(C)n1-c1ccccc1Cl	.	7	-9	5	-5	-7	.	-3
NCC(c1ccc(Cl)cc1Cl)c1c[nH]c2ccccc12 (centres undefined)	3	36	2	-4	-5	.	-1	-5
CC(=O)Nc1cc([N+](=O)[O-])ccc1OCc1ccccc1	5	-6	-6	8	0	5	-4	9

Only EWS-Fli block, PAX8 reporter and FN deposition inh, for some of the entries so far:
| Structure | EWS-Fli block | PAX8 reporter | FN deposition inh |
| --- | --- | --- | --- |
| O=C(NCCc1ccc(O)c(Br)c1)c1ccc(Br)o1 | 6 | -2 | -7 |
| CC(C)C#Cc1cnc2c(c1)C(=O)N([C@@H](C)CO)C[C@@H](C)[C@H](CN(C)C(=O)Cc1ccccn1)O2 | -17 | -35 | -16 |
| O=C(Nc1ccccc1)c1cccc(N2C(=O)C3C4C=CC(C4)C3C2=O)c1 (centres undefined) | -7 | -22 | 1 |
